Source: PubChem (National Center for Advancing Translational Sciences (NCATS))
TSHR antag: Antagonists of the Thyroid Stimulating Hormone Receptor: HTS campaign; 0.2% of 330,000 active; Thyrotropin receptor (Homo sapiens), P16473; AID 504810, 2011; activity change, negative = inhibition, % at 11.5 µM; TSHR-expressing cells, TSH-stimulated cAMP HTRF, 2 h; stronger effect = lower value;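 active = activity change below a set negative limit, meaning inhibition stronger than a set level, cut at about -70% in these data; inconclusive = activity change between two set negative limits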; also: % is scaled to controls: 0 for no effect and ±100 for the full control effect
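Cell-based HTRF cAMP assay; TSHR cells + compound, TSH EC80 (4nM final), 2 h, 37 deg C. Lysis with anti-cAMP cryptate and cAMP-d2, 30 min RT, read 665/620 nm.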
TCR activator: Activators of T cell receptors: qHTS campaign; AID 504894, 2011; Potency, µM (highest dose often 9.22 µM), for the others: at the highest dose activation of IL-2 secretion, actives largely listed as activators; 330,000 tested, under 10 active; primary human leukocytes, anti-CD3, IL-2 HTRF, 48 h; also: % of control where 0% means no effect
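TCR engagement came from a-CD3 beads alone, with compounds added to primary human leukocytes for 48 hr. Secreted IL-2 bridged europium cryptate- and d2-labelled anti-IL-2 antibodies, giving FRET emission at 665nm after 320nm excitation.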
USP2a block: qHTS Assay for Inhibitors of Ubiquitin-specific Protease USP2a Using CHOP2 as the Reporter | AID 463254, 2010 | 0.01% of 330,000 active | Ubiquitin carboxyl-terminal hydrolase 2 (Homo sapiens), O75604 | Potency, µM (top dose mostly 38.3 µM), for inactives: top-dose activity change, negative = inhibition, hits mostly inhibitors | USP2 core, Ub-CHOP2 coupled fluorogenic reporter, 485/531;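 also: potency is read from the fitted curve at half-maximal effect; plate controls were DMSO wells for no effect and full inhibition by NEM control for full effect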
Target sequence (O75604 whole entry, looked up): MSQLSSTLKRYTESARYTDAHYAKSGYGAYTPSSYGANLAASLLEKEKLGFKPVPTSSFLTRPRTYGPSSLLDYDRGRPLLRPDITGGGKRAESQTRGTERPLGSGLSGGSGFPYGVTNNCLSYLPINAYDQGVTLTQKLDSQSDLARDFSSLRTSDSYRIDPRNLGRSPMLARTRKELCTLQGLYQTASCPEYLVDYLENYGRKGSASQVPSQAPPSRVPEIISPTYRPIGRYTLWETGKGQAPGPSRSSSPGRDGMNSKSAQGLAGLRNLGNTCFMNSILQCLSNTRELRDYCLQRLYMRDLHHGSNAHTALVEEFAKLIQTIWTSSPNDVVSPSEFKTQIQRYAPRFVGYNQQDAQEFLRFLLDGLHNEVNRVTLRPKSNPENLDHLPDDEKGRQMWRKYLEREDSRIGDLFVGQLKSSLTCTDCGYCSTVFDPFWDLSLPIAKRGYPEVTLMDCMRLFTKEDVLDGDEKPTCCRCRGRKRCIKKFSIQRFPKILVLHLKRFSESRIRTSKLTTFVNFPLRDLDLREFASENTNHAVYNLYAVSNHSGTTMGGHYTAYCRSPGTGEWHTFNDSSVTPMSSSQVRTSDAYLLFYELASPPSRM
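Cell-free coupled assay: 10nM USP2 core preincubated 30min RT with compound in Tris-HCl pH 8.0/CaCl2/CHAPS buffer, then 25nM Ub-CHOP2 and 25nM reporter substrate; fluorescence (Ex 485/Em 531) read after 60min RT, normalized to NEM inhibition, concentration-response curves fitted.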
KCNH2 3.1 block: qHTS for Inhibitors of KCHN2 3.1: Mutant qHTS; Potassium voltage-gated channel subfamily H member 2, brain isoform KCNH2 3.1 (human); U2OS KCNH2 3.1, thallium flux FluxOr; stronger effect = lower value; activity change, % (tested at about 1.8 µM); 0.95% of 340,000 active; AID 720553, 2013;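 active = maximum activity change below -70%; inconclusive = maximum activity change from -70% to -50%; inactive = maximum activity change above -50%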;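 also: thallium influx rate constant from kinetic fluorescence after stimulation buffer; % is scaled to controls: 0 for no effect and ±100 for the full control effect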
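Steps: virus added to U2OS suspension (4 h, RT, dark); medium with 10% FBS added, cells plated, 37 C overnight; FluxOr/Red40 loading buffer 45 min RT; stimulation buffer, 2 min kinetic read; rate constant normalized.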
ELG1 DNA repair: qHTS screen for small molecules that inhibit ELG1-dependent DNA repair in human embryonic kidney (HEK293T) cells expressing luciferase-tagged ELG1; AID 504467, 2011; HEK293T ELG1-luciferase reporter, luminescence, 16 h; DNA damage induced by 5-fluorouridine; 2.3% of 330,000 active; Potency, µM (doses to about 46.1 µM), inactives show top-dose activity change, negative = inhibition, most hits filed as inhibitors; also: potency is read from the fitted curve at half-maximal effect; % is scaled to controls: 0 for no effect and ±100 for the full control effect; nearly all actives have a fitted effect of over 55% in size
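Quantitative HTS, concentration-response format. 2,000 cells/well co-treated with 5-fluorouridine and compound, 16 hr in 5% CO2 at 37 °C; ONE-Glo luminescence read after 30 min.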
Mito fusion yeast: qHTS Assay for Small Molecule Inhibitors of Mitochondrial Division or Activators of Mitochondrial Fusion | 0.23% of 320,000 active | Potency, µM (titrated, usually from 46.1 µM), for the others: at the highest dose growth rescue (activation), hits mostly activators | S. cerevisiae fusion-defective mutant growth rescue, CellTiterGlo 48 h;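 also: potency is read from the fitted curve at half-maximal effect; % of control where 0% means no effect; nearly all actives have a fitted effect of over 45% in size; temperature-sensitive fusion mutants such as fzo1-1 at 37 °C on non-fermentable ethanol glycerol medium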
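Yeast fusion mutant, YPEG (non-fermentable carbon), compound, 48 h at 37C non-permissive; CellTiterGlo added, 10 min RT, luminescence read. Rescued growth = division inhibition.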
Eya2 phos inh: qHTS Assay for Inhibitors of the Phosphatase Activity of Eya2 | Protein phosphatase EYA2 (Homo sapiens), O00167 | Potency, µM (top dose mostly 76.9 µM), inactives show at the highest dose activity, negative = inhibition, hits mostly inhibitors | 0.006% of 330,000 active | AID 488837, 2010 | recombinant Eya2, OMFP fluorescence dephosphorylation (OMFP is methylfluorescein phosphate); also: potency is read from the fitted curve at half-maximal effect; % is scaled to controls: 0 for no effect and ±100 for the full control effect
Target sequence (O00167 whole entry, looked up): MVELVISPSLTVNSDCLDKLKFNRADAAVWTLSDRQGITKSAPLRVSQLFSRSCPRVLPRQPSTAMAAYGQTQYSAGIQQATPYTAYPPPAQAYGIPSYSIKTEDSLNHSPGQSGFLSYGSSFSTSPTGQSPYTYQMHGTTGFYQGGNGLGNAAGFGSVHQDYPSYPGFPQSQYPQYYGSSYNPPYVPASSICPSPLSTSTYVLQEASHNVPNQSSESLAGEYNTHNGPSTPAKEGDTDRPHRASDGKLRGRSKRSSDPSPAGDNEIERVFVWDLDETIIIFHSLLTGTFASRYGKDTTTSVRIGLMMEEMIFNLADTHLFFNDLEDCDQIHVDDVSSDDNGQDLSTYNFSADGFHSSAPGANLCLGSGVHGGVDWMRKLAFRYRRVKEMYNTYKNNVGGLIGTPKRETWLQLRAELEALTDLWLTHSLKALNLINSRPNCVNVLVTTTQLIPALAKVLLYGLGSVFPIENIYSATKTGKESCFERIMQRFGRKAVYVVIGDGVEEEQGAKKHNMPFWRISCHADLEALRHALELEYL
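Eya2 protein (added as 0.2 uM solution) was preincubated with compound for 10 min at ambient temperature in 50 mM HEPES pH 7.5, 50 mM NaCl, 5 uM MgCl2, 0.05% BSA, 1 mM DTT. OMFP (added at 50 uM) then reacted 10 min; fluorescence read at 485/525 nm.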
TRPV1 agonist: HTS Assay for Compounds that Act as Agonists of the Vanilloid Receptor 1 | activation, % at 8.33 µM | Transient receptor potential cation channel subfamily V member 1 (Homo sapiens), Q8NER1 | TRPV1-expressing cells, Fluo-8 calcium influx, agonist mode | 0.19% of 320,000 active | AID 540275, 2011; in the data active = activation above about 80%; inconclusive = between about 30% and that limit; also: 0% is about no effect
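TRPV1-expressing cells were cultured overnight at 35.5C and loaded with Fluo-8 calcium dye for 40 to 90 min at room temperature. After a 10 s baseline, compound was added and calcium influx was read kinetically for 3 min (ex 480/em 520 nm).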
AT treatment: qHTS Assay for Identifying a Potential Treatment of Ataxia-Telangiectasia; 0.19% of 320,000 active; Potency, µM (highest dose often 57.5 µM), without a hit: at the top dose activation, hits mostly activators; […] A-T fibroblasts, KAP-1 phosphorylation AlphaLISA; neocarzinostatin DNA damage 30 min before lysis; also: potency is read from the fitted curve at half-maximal effect; % of control where 0% means no effect; nearly all actives have a fitted effect of over 45% in size
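ATM-like activity read as KAP-1 phosphorylation via AlphaLISA donor/acceptor antibody pairs after lysis and 6 hr at 25C. Cells were ATM-null patient fibroblasts ([…], hTERT), dosed 60 min, then exposed to the DSB inducer NCS for 30 min.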
hERG WT inh: qHTS for Inhibitors of KCHN2 3.1: Wildtype qHTS; Voltage-gated inwardly rectifying potassium channel KCNH2 (Homo sapiens), Q12809; U2OS, BacMam KCNH2, thallium flux FluxOr; stronger effect = lower value; activity change, % at 1.84 µM; 0.37% of 340,000 active;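 active = maximum activity change below -70%; inconclusive = maximum activity change between -70% and -50%; inactive = maximum activity change above -50%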; also: % is scaled to controls: 0 for no effect and ±100 for the full control effect
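U2OS cells were transduced with wild-type KCNH2 virus (2.03 x 10^8 / mL) for 4 h at room temperature, then cultured overnight at 37 C. Thallium flux was read with FluxOr dye. Rate constants were normalized to DMSO controls.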
* marks the source's active call; other numbers are inactive results; u = inconclusive; x = not tested or not shown; [ ] = remark or other dose. Unless noted, calls follow the shape of the dose curve; as a rule, active = well fitted curve in the direction sought with a large enough effect; inconclusive = small, poorly fitted or top-dose-only effect, or another doubt; inactive = no such curve, though single readings can be large; an effect the other way counts as inactive or inconclusive. These rows are one share of the data (hit frequency here may not be typical).

canonical_smiles,TSHR antag,TCR activator,USP2a block,KCNH2 3.1 block,ELG1 DNA repair,Mito fusion yeast,Eya2 phos inh,TRPV1 agonist,AT treatment,hERG WT inh
CCCCNS(=O)(=O)c1ccc(NS(=O)(=O)c2c(C)cc(C)cc2C)cc1,-7,x,2%,3,-19%,5%,-8%,-7,x,6
COc1ccc(CCNC(=O)c2cc(S(=O)(=O)N3CCCCC3)c[nH]2)cc1OC,-1,-4%,1%,-12,4%,1%,10%,-2,-6%,10
CC(CCc1ccccc1)NC(=O)CN1CCN(Cc2ccccc2)C1=O (stereo not drawn),-6,-32%,-1%,14,-14%,1%,6%,2,3%,-19
O=[N+]([O-])c1cccc(/C=C/c2ccccn2)c1,5,-5%,-2%,1,u,3%,-3%,10,4%,0
O=C(Cn1cc([N+](=O)[O-])ccc1=O)NC1CCCCC1,9,1%,0%,4,21%,-1%,2%,3,-6%,-1
S=C1N(c2ccccc2)CN(CCN2CCOCC2)CN1c1ccccc1,3,-5%,8%,-4,11%,-4%,-26%,8,u,1
CCc1ccc(NC(=O)C2CCCN(S(=O)(=O)c3c(C)[nH]c(=O)[nH]c3=O)C2)cc1 (stereo not drawn),-4,7%,-1%,3,1%,5%,-11%,-8,-4%,-2
CCOC(=O)c1[nH]cnc1C(=O)Nc1ccccc1,-9,7%,-5%,12,-8%,-9%,-2%,9,7%[11.5 µM],-11
COC(=O)C1=C(C)N(CCc2ccccc2)C(=O)C1(NS(=O)(=O)c1ccc(NC(C)=O)cc1)C(F)(F)F (stereo not drawn),3,-7%,3%,-1,-24%,-4%,-24%,0,1%,-3
CC(C)C[C@@H](CO)N1CCN(Cc2cccnc2)CCC1=O,14,3%,0%,36,u,0%,9%,2,-2%,7
O=C(Cc1ccccc1)N(c1ccc(F)cc1)C1C=CS(=O)(=O)C1 (stereo not drawn),2,1%,0%,-14,13%,2%,10%,0,3%,0
CC1CCN(c2c(NCc3ccc(C(=O)NCc4ccccc4)cc3)c(=O)c2=O)CC1,-35,2%,-2%,8,u,6%,-4%,u,7%,-4
CCc1cc(=O)oc2c3c(cc(OCC(=O)NCCCC(=O)O)c12)OC(C)(C)CC3,-6,-2%,3%,-1,-2%,20%,-16%,-3,7%,-11
COCCCNC(=O)Cn1ccc(NC(=O)OCc2ccccc2)nc1=O,2,-1%,3%,16,12%,-5%,7%,-6,-1%,-12
CCCCNC(=O)Oc1ccc(C(=O)N2c3ccccc3NC(=O)C2C)cc1 (stereo not drawn),-1,1%,2%,10,1%,1%,13%,0,-2%,-3
Cc1cc(-c2ccc(S(=O)(=O)Nc3ccc(C#N)cc3)s2)on1,-10,5%,1%,35,6%,3%,8%,2,-4%,-12
Cc1nn(Cc2cccc(C(=O)Nn3cc([N+](=O)[O-])cn3)c2)c(C)c1[N+](=O)[O-],4,-3%[46.1 µM],0%,6,-1%,1%,0%,-3,-9%,0
O=c1c(-c2ccccc2)c(O)c2cccc3c2n1CCC3,18,1%,8%,17,-12%,u,15%,-2,-11%,17
COc1ccc(CCNC(=O)CCNC(=O)N2CC(=O)Nc3ccccc32)cc1OC,1,7%,-1%,2,u,1%,5%,-1,-19%,-4
N#C/C(=C\c1ccncc1)C(N)=O,2,9%,2%,-8,-11%,-1%,2%,0,-1%,-2
COCCCn1c(CCC(=O)O)ccc1-c1cccs1,4,-2%,4%,-5,0%,-4%,-1%,4,-5%,9
COc1ccc(-c2noc(CNC(=O)c3ccoc3C)n2)cc1,-7,0%,1%,7,0%,-10%,3%,-2,3%,-17
Cc1cc(C)cc(C(=O)NCc2ccc3c(c2)OCO3)c1,-10,10%,0%,3,4%,-1%,-12%,-1,10%,3
O=C(/C=C/c1ccccc1)NC(NC(=S)Nc1cccc(Cl)c1)C(Cl)(Cl)Cl (stereo not drawn),-16,x,0%,-10,u,-1%,8%,0,-3%,-15
CN(Cc1ccsc1)C(=O)CCc1nnc(CCCc2ccccc2)o1,-3,4%,-1%,0,u,0%,5%,3,0%,-16
O=C(N/N=C/c1c[nH]c2ccccc12)c1ccncc1,18,-2%[46.1 µM],-3%,-25,19%,-4%,1%,-4,-3%,1
Cc1onc(-c2ccccc2)c1C(=O)NCc1cccc(Cl)c1,2,4%,0%,0,-2%,3%,-1%,3,6%,-9
CCOc1ccc(NC2=NC(C)(C)N=C(N)N2)cc1,1,3%,1%,11,2%,-1%,1%,-4,1%,3
CC(=O)Nc1ccc(-c2nnn(CC(=O)Nc3ccc4c(c3)OCO4)n2)cc1Cl,-5,-16%,1%,-10,-5%,1%,17%,-9,5%,-10
COc1cccc(-c2ncc3ccccc3c2COC(=O)c2ccco2)c1,1,-1%,-1%,1,u,22%,-19%,8,4%,-35
N#Cc1c(N)c(C#N)c(-c2ccc3c(c2)OCO3)c2c1CCCC2,-30,-1%,0%,-1,-26%,0%,-9%,-1,12%,-4
COc1ccc(C(=O)C[n+]2ccc3c(c2)nc(-c2cc(OC)c(OC)cc2OC)n3C)cc1,5,0%,1%,14,7%,5%,12%,0,-1%,-3
COc1cc(/C=C2/SC(=S)N(CC(=O)NC(C)(C)C)C2=O)cc(OC)c1OC,11,3%[46.1 µM],-1%,19,-17%,4%,-7%,2,-2%,5
CCc1nn2c(=O)cc(COc3ccc(NC(=O)c4ccco4)cc3)nc2s1,22,1%,5%,-10,1%,1%,0%,-3,17%,5
COc1ccc(NC(=S)Nc2ccc(N)c([N+](=O)[O-])c2)cc1,-9,x,1%,2,u,-4%,11%,3,-2%,-2
CCOc1ccccc1NC(=O)NS(=O)(=O)c1ccc(C)cc1,-2,1%,0%,-13,13%,1%,-26%,-1,3%,1
O=C(CN1CCN(C(=O)c2ccc(-c3nc4ccccc4s3)o2)CC1)Nc1ccccc1Cl,5,0%,-5%,-13,u,-2%,-11%,13,9%,8
COc1ccc(CC(=O)NNC(=O)CCC(=O)Nc2cc(C)ccc2C)cc1,6,-3%,0%,1,u,1%,-15%,-4,-1%,-10
CC(=O)c1cccc(N2C(=NC(=O)CCc3ccccc3)SC3CS(=O)(=O)CC32)c1 (stereo not drawn),-5,6%,0%,-17,4%,7%,-4%,6,-4%,-15
CCC1CCCCN1C(=S)NCc1ccccc1 (stereo not drawn),6,-9%[46.1 µM],0%,-3,7%,-6%,-3%,4,0%,1
COc1ccccc1Cn1c(SCC(N)=O)nc2c(oc3ccccc32)c1=O,8,0%,2%,13,8%,-1%,4%,11,0%,15
Cc1ccc(C2=Nc3ccccc3N=C(c3ccc([N+](=O)[O-])cc3)C2)c(O)c1,-1,0%[46.1 µM],1%,-1,16%,3%,3%,0,4%,-20
CCCNS(=O)(=O)c1ccc(OCC(=O)Nc2ccc3c(c2)OCCO3)cc1,7,2%,2%,1,-8%,-2%,-7%,-1,-2%,2
O=c1[nH]c(=O)n(C2CCCO2)cc1F (stereo not drawn),7,-7%,5%,8,-1%,-1%,0%,-2,4%,6
CC[C@H](C)NC(=O)c1ccc(Cn2c(=S)[nH]c3c([nH]c4ccc(OC)cc43)c2=O)cc1,20,1%[46.1 µM],3%,7,16%,-2%,-7%,7,x,3
CCCn1c(CN(Cc2ccccc2)Cc2ccccc2)nc2c1c(=O)n(C)c(=O)n2C,-8,-1%[46.1 µM],1%,1,u,u,-11%,25,-1%,-8
CCn1c(SCC(=O)OC)nnc1-c1ccc(C)cc1,-2,7%,0%,11,u,1%,u,0,-15%,-2

Three structures from above, arranged by SMILES length, smallest number first:
canonical_smiles,TSHR antag,TCR activator,USP2a block,KCNH2 3.1 block,ELG1 DNA repair,Mito fusion yeast,Eya2 phos inh,TRPV1 agonist,AT treatment,hERG WT inh
CCC1CCCCN1C(=S)NCc1ccccc1 (stereo not drawn),6,-9%[46.1 µM],0%,-3,7%,-6%,-3%,4,0%,1
COc1ccc(CC(=O)NNC(=O)CCC(=O)Nc2cc(C)ccc2C)cc1,6,-3%,0%,1,u,1%,-15%,-4,-1%,-10
COc1ccc(C(=O)C[n+]2ccc3c(c2)nc(-c2cc(OC)c(OC)cc2OC)n3C)cc1,5,0%,1%,14,7%,5%,12%,0,-1%,-3
